Screening results from PubChem.
Mtb BioA inh: blocks M. tuberculosis BioA enzyme activity; actives 0.096% (n = 360,000); purified M. tuberculosis BioA enzyme, plate reader; inhibition, % at 9.99 µM; in the data active = inhibition above about 40%
Starred values were filed as active, the others as inactive.

SMILES	Mtb BioA inh
C[C@@H]1CN([C@@H](C)CO)C(=O)c2cc(C#CC3CC3)cnc2O[C@@H]1CN(C)C(=O)Nc1ccccc1	-0.1
COc1cccc(NC(=O)N2C[C@@H](O)COC[C@@H]3O[C@H](CC(=O)NC4Cc5ccccc5C4)CC[C@H]32)c1	0.1
C[C@H]1CN([C@@H](C)CO)C(=O)c2cc(NC(=O)Cc3cn(C)c4ccccc34)ccc2O[C@H]1CN(C)S(=O)(=O)c1ccc(Cl)cc1	-6.2
C[C@H](CO)N1C[C@H](C)[C@H](CN(C)C(=O)NC2CCCCC2)Oc2ccc(NS(=O)(=O)c3ccccc3)cc2C1=O	-1.6
COCC(=O)Nc1ccc2c(c1)C(=O)N(C)C[C@H](OC)[C@H](C)CN(C(=O)Cc1ccccn1)[C@H](C)CO2	2.8
C[C@@H]1CN([C@@H](C)CO)C(=O)c2ccccc2-c2ccccc2CO[C@@H]1CN(C)Cc1cccc(F)c1	1.9
O=C(C[C@H]1C[C@@H]2c3cc(NC(=O)Nc4ccc(C(F)(F)F)cc4)ccc3O[C@@H]2[C@H](CO)O1)NCc1ccccn1	3.7
O=C(NCc1ccc(F)cc1)[C@@H]1[C@@H](CO)[C@@H]2Cn3c(ccc(-c4cccnc4)c3=O)[C@H]1N2	21.6
CC(=O)N1CCCCN2[C@H](CO)[C@@H](c3ccc(-c4ccc(C)cc4)cc3)[C@H]2C1	-2.1
CC=Cc1ccc2n(c1=O)C[C@@H]1[C@@H](CO)[C@H](C(=O)N3CCc4ccccc4C3)N(C(=O)C3CCC3)[C@H]21 (mixture of isomers)	0.8
COc1ccc(S(=O)(=O)N(C)C[C@@H]2Oc3c(NC(=O)Nc4c(C)noc4C)cccc3C(=O)N([C@@H](C)CO)C[C@@H]2C)cc1	-1.4
COc1ccc(S(=O)(=O)Nc2ccc3c(c2)C(=O)N([C@@H](C)CO)C[C@H](C)[C@@H](CN(C)C(=O)Nc2ccc4c(c2)OCO4)O3)cc1	2.3
Cn1cnc(S(=O)(=O)N[C@@H]2CC[C@@H](CC(=O)N3CCN(c4ccccc4)CC3)O[C@@H]2CO)c1	3.4
Cc1noc(C)c1S(=O)(=O)Nc1ccc2c(c1)C(=O)N([C@H](C)CO)C[C@H](C)[C@H](CN(C)C(=O)Nc1cccc3ccccc13)OCCCC[C@@H](C)O2	-0.2
CNC[C@H]1Oc2c(NC(=O)Nc3ccc(C(F)(F)F)cc3)cccc2C(=O)N([C@@H](C)CO)C[C@H]1C	-5.1
C[C@H](CO)N1C[C@H](C)[C@@H](CN(C)CC2CC2)Oc2c(NC(=O)C3CCCCC3)cccc2C1=O	6.9
C[C@H]1CN([C@@H](C)CO)C(=O)c2cccc(NC(=O)NC3CCCCC3)c2O[C@@H]1CN(C)C(=O)Nc1ccc(C(F)(F)F)cc1	0.2
O=C(C[C@@H]1CC[C@H]2[C@@H](COC[C@H](O)CN2S(=O)(=O)c2cccc(Cl)c2)O1)NCCCN1CCOCC1	-1.7
C[C@H](CO)N1C[C@H](C)[C@H](CN(C)C(=O)Nc2ccccc2)Oc2ncc(/C=C/c3ccccc3)cc2C1=O	0.6
Cc1noc(C)c1NC(=O)N(C)C[C@@H]1Oc2c(NC(=O)C3CCCCC3)cccc2C(=O)N([C@H](C)CO)C[C@@H]1C	-1.5
Cc1cccc(-c2ccc([C@@H]3[C@@H](CO)N4CCCCN(S(=O)(=O)c5cn(C)cn5)C[C@@H]34)cc2)c1	5.6
O=C(c1ccc(F)cc1)N1CCCCN2[C@H](CO)[C@H](c3ccc(-c4ccc(F)cc4)cc3)[C@@H]2C1	-1.0
CN(C)C(=O)c1cccc(-c2ccc([C@@H]3[C@@H](CO)N(C(=O)C4CCC4)[C@H]3C#N)cc2)c1	7.8
COc1cccc(-c2ccc3c(c2)[C@H]2[C@H](CCN2S(=O)(=O)C2=NC(C)C=N2)[C@@H](CO)N3C)c1 (some centres undefined)	25.2
O=C(C[C@@H]1CC[C@H](NC(=O)c2ccncc2)[C@H](CO)O1)NCC1CCCCC1	0.8

3 compounds picked at random from the list so far, as already listed:
SMILES	Mtb BioA inh
COc1cccc(NC(=O)N2C[C@@H](O)COC[C@@H]3O[C@H](CC(=O)NC4Cc5ccccc5C4)CC[C@H]32)c1	0.1
C[C@H](CO)N1C[C@H](C)[C@H](CN(C)C(=O)NC2CCCCC2)Oc2ccc(NS(=O)(=O)c3ccccc3)cc2C1=O	-1.6
C[C@@H]1CN([C@@H](C)CO)C(=O)c2cc(C#CC3CC3)cnc2O[C@@H]1CN(C)C(=O)Nc1ccccc1	-0.1

Structural class: the compounds so far with an aryl methoxy group.
SMILES	Mtb BioA inh
COc1cccc(NC(=O)N2C[C@@H](O)COC[C@@H]3O[C@H](CC(=O)NC4Cc5ccccc5C4)CC[C@H]32)c1	0.1
COc1ccc(S(=O)(=O)N(C)C[C@@H]2Oc3c(NC(=O)Nc4c(C)noc4C)cccc3C(=O)N([C@@H](C)CO)C[C@@H]2C)cc1	-1.4
COc1ccc(S(=O)(=O)Nc2ccc3c(c2)C(=O)N([C@@H](C)CO)C[C@H](C)[C@@H](CN(C)C(=O)Nc2ccc4c(c2)OCO4)O3)cc1	2.3
COc1cccc(-c2ccc3c(c2)[C@H]2[C@H](CCN2S(=O)(=O)C2=NC(C)C=N2)[C@@H](CO)N3C)c1 (some centres undefined)	25.2

(listing goes on)
SMILES	Mtb BioA inh
O=C(Nc1cccc(Cl)c1)N[C@@H]1CC[C@@H](CCNC(=O)C2CCC2)O[C@H]1CO	-5.0
C[C@H](CO)N1C[C@H](C)[C@H](CN(C)Cc2ccc(-c3ccccc3)cc2)Oc2c(NC(=O)C3CCCCC3)cccc2C1=O	-2.7
O=C(c1ccccc1F)N1C[C@H]2[C@@H](c3ccccc31)[C@@H](CO)N2C(=O)c1cccnc1	3.2
N#Cc1ccc(-c2ccc([C@H]3[C@H]4CN(C(=O)Nc5ccc(F)cc5)CCCCN4[C@H]3CO)cc2)cc1	-8.8
O=C(Nc1ccc2c(c1)[C@@H]1C[C@H](CC(=O)N3CCOCC3)O[C@H](CO)[C@@H]1O2)C1CCOCC1	-0.5
CCC(=O)Nc1ccc2c(c1)OC[C@@H](C)N(C(=O)CC1CC1)C[C@@H](C)[C@@H](OC)CN(C)C2=O	-0.5
CCCC(=O)Nc1ccc2c(c1)OC[C@@H](C)N(Cc1ccccn1)C[C@@H](C)[C@@H](OC)CN(C)C2=O	-2.0
COc1ccc(S(=O)(=O)N(C)C[C@@H]2OCCCC[C@H](C)Oc3ccc(NS(=O)(=O)c4ccccc4)cc3C(=O)N([C@H](C)CO)C[C@H]2C)cc1	0.0
C[C@H]1CN([C@@H](C)CO)C(=O)Cc2cc(NC(=O)Nc3ccc4c(c3)OCO4)ccc2O[C@@H]1CN(C)Cc1ccc(Cl)c(Cl)c1	-0.7
Cc1noc(C)c1NC(=O)N(C)C[C@@H]1Oc2c(NS(=O)(=O)c3c(C)noc3C)cccc2C(=O)N([C@@H](C)CO)C[C@@H]1C	1.9
O=C(C[C@@H]1CC[C@@H]2[C@H](COC[C@@H](O)CN2Cc2nccs2)O1)NCc1ccccc1Cl	-1.3
Cc1noc(C)c1S(=O)(=O)Nc1cccc2c1O[C@H](CN(C)C(=O)Nc1ccc(C(F)(F)F)cc1)[C@H](C)CN([C@@H](C)CO)C2=O	-3.1
C[C@H]1CN([C@@H](C)CO)C(=O)Cc2cc(NS(C)(=O)=O)ccc2O[C@@H]1CN(C)S(C)(=O)=O	4.0
Cc1ccc(S(=O)(=O)N(C)C[C@@H]2Oc3cc(C4=CCCC4)ccc3S(=O)(=O)N([C@H](C)CO)C[C@@H]2C)cc1	-3.0
O=C(Nc1cccc(Cl)c1)N1C[C@@H]2[C@H](c3ccccc31)[C@@H](CO)N2C(=O)C1CCCC1	-5.4
COc1ccccc1-c1cnc2c(c1)C(=O)N([C@@H](C)CO)C[C@H](C)[C@@H](CN(C)C(=O)CN(C)C)O2	-0.4
C[C@H](CO)N1C[C@H](C)[C@@H](CN(C)S(=O)(=O)c2ccc(Cl)cc2)OCCCC[C@H](C)Oc2ccc(NS(=O)(=O)c3ccc(F)cc3)cc2C1=O	-6.4
O=C(C[C@H]1CC[C@@H](NC(=O)C2CC2)[C@H](CO)O1)Nc1ccccc1	-3.3
COCC(=O)N(C)C[C@@H]1Oc2cc(C#CC3CC3)ccc2S(=O)(=O)N([C@H](C)CO)C[C@@H]1C	-1.4
CO[C@H]1CN(C)C(=O)c2cc(NC(C)=O)ccc2OC[C@@H](C)N(S(C)(=O)=O)C[C@@H]1C	-1.4
C[C@@H]1CCCCO[C@@H](CN(C)S(=O)(=O)c2cn(C)cn2)[C@H](C)CN([C@H](C)CO)C(=O)c2cc(N(C)C)ccc2O1	-2.1
CCCC#Cc1cnc2c(c1)C(=O)N([C@H](C)CO)C[C@@H](C)[C@@H](CN(C)C(=O)c1cccc(F)c1)O2	2.2
C[C@H]1CN([C@@H](C)CO)C(=O)c2ccccc2-c2ccccc2CO[C@H]1CN(C)C(=O)[C@H]1CCCN1C	1.1
Cc1ccc(S(=O)(=O)Nc2ccc3c(c2)C(=O)N([C@H](C)CO)C[C@H](C)[C@H](CN(C)C)O3)cc1	-2.5
COc1ccc(NC(=O)N(C)C[C@H]2OCc3cnnn3CCCC(=O)N([C@H](C)CO)C[C@H]2C)cc1	1.5

Some values from the entries so far:
N#Cc1ccc(-c2ccc([C@H]3[C@H]4CN(C(=O)Nc5ccc(F)cc5)CCCCN4[C@H]3CO)cc2)cc1 in Mtb BioA inh reads -8.8
COCC(=O)N(C)C[C@@H]1Oc2cc(C#CC3CC3)ccc2S(=O)(=O)N([C@H](C)CO)C[C@@H]1C in Mtb BioA inh reads -1.4

More compounds follow.
SMILES	Mtb BioA inh
CCC(=O)N(C)C[C@H]1Oc2cc(/C=C/c3ccccc3)ccc2S(=O)(=O)N([C@H](C)CO)C[C@@H]1C	2.7
C[C@@H](O)C#Cc1cnc2c(c1)C(=O)N([C@@H](C)CO)C[C@H](C)[C@@H](CN(C)C(=O)Nc1ccc(F)cc1)O2	1.4
C[C@H]1CN([C@@H](C)CO)C(=O)c2c(c3ccccc3n2C)-c2ccccc2CO[C@@H]1CN(C)S(=O)(=O)c1ccsc1	-0.2
CC(=O)N(C)C[C@H]1Oc2ncc(C#CCc3ccccc3)cc2C(=O)N([C@H](C)CO)C[C@H]1C	-1.9
O=C(N[C@H]1CC[C@H](CCn2cc(C3(O)CCCC3)nn2)O[C@H]1CO)C1CCC1	-6.1
C[C@@H]1CN([C@@H](C)CO)C(=O)c2cc(NC(=O)Cc3ccccc3)ccc2O[C@@H](C)CCCCO[C@H]1CN(C)C(=O)Nc1cccc2ccccc12	0.8
O=C(Nc1cc(F)ccc1F)N[C@@H]1CC[C@H](CCNC(=O)c2cnccn2)O[C@H]1CO	7.7
C[C@H](CO)N1C[C@H](C)[C@H](CN(C)C(=O)Nc2ccc(C(F)(F)F)cc2)Oc2ccc(NS(C)(=O)=O)cc2C1=O	-1.6
Cc1noc(C)c1S(=O)(=O)Nc1cccc2c1O[C@@H](CN(C)Cc1ccc3c(c1)OCO3)[C@@H](C)CN([C@H](C)CO)C2=O	-1.7
CO[C@@H]1CN(C)C(=O)c2cc(NC(C)=O)ccc2OC[C@@H](C)N(CCc2ccccc2)C[C@H]1C	3.0
COCC#Cc1cnc2c(c1)C(=O)N([C@@H](C)CO)C[C@@H](C)[C@@H](CN(C)C(=O)NC1CCCC1)O2	8.5
COc1ccc(NC(=O)N(C)C[C@H]2Oc3ccc(NS(C)(=O)=O)cc3CC(=O)N([C@@H](C)CO)C[C@@H]2C)cc1	-1.1
CO[C@@H]1CN(C)C(=O)c2cc(NC(=O)C3CCCCC3)ccc2OC[C@H](C)N(Cc2cccnc2)C[C@H]1C	0.5
C[C@@H]1CN([C@H](C)CO)C(=O)c2cccc(NC(=O)Nc3ccc4c(c3)OCO4)c2O[C@@H]1CN(C)S(C)(=O)=O	-0.3
C[C@@H]1CCCCO[C@H](CN(C)S(=O)(=O)c2ccccc2)[C@@H](C)CN([C@@H](C)CO)C(=O)c2cc(NC(=O)c3ccccc3)ccc2O1	-1.9
COc1ccc(NC(=O)N(C)C[C@H]2Oc3ccc(NS(=O)(=O)c4cn(C)cn4)cc3C(=O)N([C@@H](C)CO)C[C@@H]2C)cc1	1.0
O=C(C1CCC1)N1CCCCN2[C@H](CO)[C@H](c3ccc(C#CC4(O)CCCC4)cc3)[C@@H]2C1	2.3
C[C@H]1CN([C@@H](C)CO)C(=O)c2cccc(NS(=O)(=O)c3cccs3)c2O[C@@H]1CN(C)S(=O)(=O)c1cn(C)cn1	-3.0
CCCNC(=O)N(C)C[C@H]1Oc2ncc(-c3ccc(F)cc3)cc2C(=O)N([C@H](C)CO)C[C@H]1C	0.1
O=C(C[C@@H]1C[C@@H]2c3cc(NS(=O)(=O)c4ccc(F)cc4)ccc3O[C@@H]2[C@@H](CO)O1)NCc1cc(F)ccc1F	0.4
COCC(=O)Nc1ccc2c(c1)C(=O)N(C)[C@@H]1CC[C@H](CC(=O)NCc3ccc(OC)cc3)O[C@@H]1CO2	-0.4
C[C@H](CO)N1C[C@H](C)[C@@H](CN(C)S(=O)(=O)c2ccccc2)Oc2ccc(N(C)C)cc2C1=O	-1.4
Cc1cccc(S(=O)(=O)N[C@H]2CC[C@H](CCn3cc(-c4ccccn4)nn3)O[C@@H]2CO)c1	1.0
Cc1noc(C)c1NC(=O)Nc1ccc2c(c1)C(=O)N([C@H](C)CO)C[C@@H](C)[C@@H](CN(C)S(=O)(=O)c1cccs1)OCCCC[C@H](C)O2	-0.5
Cc1noc(C)c1NC(=O)N[C@H]1C=C[C@@H](CC(=O)Nc2ccccc2)O[C@@H]1CO	-2.1
C[C@H]1CN([C@@H](C)CO)C(=O)c2cccc(NC(=O)Nc3ccc4c(c3)OCO4)c2O[C@@H]1CN(C)Cc1ccc(C(=O)O)cc1	1.8
COc1cccc(NC(=O)N(C)C[C@H]2Oc3ncc(C#Cc4ccccc4)cc3C(=O)N([C@H](C)CO)C[C@@H]2C)c1	-1.4
CN1c2ccc(C#Cc3cccnc3)cc2[C@H]2[C@H](CCN2S(=O)(=O)c2cccc(F)c2)[C@@H]1CO	-0.1
COc1ccc(-c2ccc3c(c2)[C@@H]2[C@@H](CCN2S(=O)(=O)c2ccccc2F)[C@H](CO)N3)cc1	-3.0
COc1ccccc1-c1ccc([C@@H]2[C@H]3CN(C(=O)NC4CCCC4)CCCCN3[C@H]2CO)cc1	-1.9

Only part of the results is shown; the hit share may differ from the screen's.
